# From PubChem BioAssay
# PMI inhibitors = inhibitors of human PMI, primary screen, biochemical, fluorescence intensity, coupled assay (AID 1209); inhibition, % at 20 µM; hits with a dose series show IC50 in µM; 190,000 tested, 0.42% active; purified PMI enzyme, coupled fluorescence intensity; higher % means a stronger effect;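 further: plate controls were DMSO vehicle for no effect and wells lacking substrate for full effect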
# Dynein cargo inh = blocks dynein driven cargo transport along microtubules | z-score, hits read low | 3617.4 mouse cells, GR-EGFP nuclear translocation imaging; test concentration mostly 20 µM; stimulated with dexamethasone, 1 µM; stronger effect = lower value | AID 1381 | 220,000 tested, 0.47% active;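 active means plate z-score of nuclear minus cytoplasmic receptor signal below a set negative limit, without overly bright fluorescence or cell loss, cut at about -3.5 in these data, passing the limit was not always enough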;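 further: z-score of nuclear minus cytoplasmic ring GR-EGFP intensity difference per well; some compounds called inactive have numbers as strong as hits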
#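 Also added: dexamethasone, 1.0 µM final. Medium: tet-free, stripped-serum medium. Detection: fixed, Hoechst-stained cells imaged at 10x for EGFP. Read-out: nuclear-to-cytoplasmic GR-EGFP distribution per well. Times: induction 48 h, compound 1 h, agonist 30 min.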
# human PMI inhibitors = MPI inhibition at elevated mannose 6-phosphate – biochemical, fluorescence intensity, high mannose 6-phosphate, primary screen (AID 1220); 190,000 tested, 0.66% active; recombinant PMI enzyme, coupled fluorescence intensity; higher % means a stronger effect; inhibition, % at 20 µM; hits with a dose series show IC50 in µM
# SIAH1 antagonists = Siah-1 peptide-binding antagonists, primary screen, biochemical, fluorescence polarization, rhodamine-plectin, uHTS (AID 1817). 290,000 tested, 0.02% active. displacement, % at 20 µM; hits with a dose series show IC50 in µM. Siah-1 / rhodamine-plectin peptide fluorescence polarization; higher % means a stronger effect;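 active means displacement of at least 50% at 20 µM, with a fluorescence ratio check between 0.3 and a set limit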;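 further: plate controls were Siah plus tracer with DMSO for no effect and tracer alone without Siah for full effect; strong numbers were not always called active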
# AID2073 = inhibitors of Mint1-CaV2.2 protein interaction, biochemical, HTRF (AID 2073); HTRF protein-protein interaction, Mint1-CaV2.2; higher % means a stronger effect; inhibition, % at 20 µM, or IC50 in µM where a hit was titrated; 290,000 tested, 0.19% active; in the data active means inhibition mostly above about 51%, no sharp cut-off; further: some results filed as inactive read as strong as hits
# P. falciparum M1AAP = P. falciparum M1AAP inhibitors, biochemical, fluorogenic H-Leu-NHMec substrate, 1536-well (AID 1445); recombinant M1AAP, H-Leu-NHMec fluorogenic kinetic assay; higher % means a stronger effect; inhibition, % at 30 µM; hits with a dose series show IC50 in µM; 220,000 tested, 0.42% active;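 active means primary inhibition above the hit cutoff, then over 50% inhibition at one or more dose response concentrations, cut at about 23% in these data, passing the limit was not always enough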;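 further: plate controls were DMSO full reaction for no effect and no enzyme background for full effect; strong numbers were not always called active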
# LYP phosphatase = PTPN22 lymphoid phosphatase activity blockers – biochemical, fluorescence intensity, uHTS (AID 1779). recombinant LYP phosphatase, fluorescence intensity; higher % means a stronger effect. inhibition, % at 11.5 µM; hits with a dose series show IC50 in µM. 290,000 tested, 0.054% active;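 further: plate controls were vehicle with enzyme for no effect and no enzyme for full effect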
# XIAP antagonists = XIAP antagonists, biochemical, IAP family, fluorescence polarization (AID 1018) | 200,000 tested, 0.007% active | XIAP BIR domain, fluorescence polarization peptide displacement; higher % means a stronger effect | displacement, % at 20 µM, or IC50 in µM where a hit was titrated; in the data active means displacement above about 50%; further: a part of the inactive calls stands beside numbers as strong as those of hits
# P. falciparum M17LAP = P. falciparum M17LAP inhibitors, primary screen, biochemical, fluorogenic H-Leu-NHMec substrate, 1536-well (AID 1619); inhibition, % at 30 µM, or IC50 in µM where a hit was titrated; 220,000 tested, 0.38% active; recombinant M17LAP, H-Leu-NHMec fluorogenic kinetic assay; higher % means a stronger effect;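 active means compound inhibiting the enzyme by more than half at any dose during confirmatory dose-response retesting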;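 further: plate controls were full reaction with DMSO carrier for no effect and no enzyme background for full effect; strong numbers were not always called active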
# Dynein cargo inh cytoplasmic EGFP = recorded beside Dynein cargo inh, whose call it bears; z-score; measured here: cytoplasmic GR-EGFP intensity; stronger effect = higher value
# Dynein cargo inh nuclear GR-EGFP = second read-out of Dynein cargo inh, no call of its own (marks repeat the call); z-score; measured here: nuclear GR-EGFP intensity;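 lower value marks the stronger effect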
# Dynein cargo inh cell count = recorded beside Dynein cargo inh, whose call it bears; z-score; measured here: cell count per field
# Numbers without * were called inactive; . = not tested or not shown. Unless noted, no stated cut-off is given here; in the data, active means inhibition above about 50%; inactive means the rest.
SMILES,PMI inhibitors,Dynein cargo inh,Dynein cargo inh cytoplasmic EGFP,Dynein cargo inh nuclear GR-EGFP,Dynein cargo inh cell count,human PMI inhibitors,SIAH1 antagonists,AID2073,P. falciparum M1AAP,LYP phosphatase,XIAP antagonists,P. falciparum M17LAP
CC1CCN(S(=O)(=O)c2cccc(C(=O)Nc3ccccc3)c2)CC1,.,1.4,0.12,1.4,-2.4,.,5%,5%,-4%,-1%,-10%,-6%
CC(C)c1cc(C(C)C)n2nc(N)nc2n1,.,1,-0.26,0.33,-0.1,.,-4%,12%,-2%,-1%,.,1%
Cc1ccc(O)c(C2=Nc3ccccc3N=C(c3ccco3)C2)c1,3%,-0.73,-0.42,-0.14,0.68,3%,0%,26%,-5%,-7%,-4.3%,-1%
Cn1cc(Cl)c(C(=O)NNC(=S)Nc2cccc(Cl)c2)n1,-12%,-0.17,-0.28,0.58,-0.89,-15%,-6%,-12%,-12%,-2%,-3.1%,0%
CCN1CCN(c2nc(N)c([N+](=O)[O-])c(Nc3cccc(C)c3)n2)CC1,5%,1.1,-0.27,0.14,-0.019,2%,-6%,-1%,5%,-11%,-4.8%,0%
O=C1CCC(C(=O)Nc2cccc(S(=O)(=O)N3CCOCC3)c2)N1 (stereo unspecified),-9%,0.25,-0.19,-0.23,0.73,-10%,20%,6%,-1%,-6%,-5.4%,6%
Cc1ccc2cc(CN(C(=O)c3cccs3)c3ccccc3)c(=O)[nH]c2c1,.,-0.15,0.53,0.42,0.43,.,-1%,5%,-6%,-3%,.,2%
COc1ccc(Cl)cc1NC(=O)CSc1nncn1-c1cccnc1,11%,-0.36,-0.27,-0.38,0.54,14%,-2%,-4%,0%,-1%,-5.7%,1%
Cc1ccc2oc3c(c(=O)c2c1)C(c1ccc(F)cc1)N(CCCN1CCOCC1)C3=O (stereo unspecified),7%,-2.4,1,-1.1,-1.4,0%,0%,-3%,8%,-1%,-4.0%,7%
Cn1nnc(NC(=O)CSc2ncn[nH]2)n1,0%,0.79,-0.22,0.53,0.49,8%,-3%,1%,-7%,-9%,-4.3%,-7%
N#CCC(=O)NCCCc1ccccc1,-1%,-0.23,-0.32,-0.47,0.57,5%,-1%,5%,2%,-5%,-13%,4%
CCOC(=O)Cn1ccc(O)c(Cc2ccc(Cl)cc2Cl)c1=O,2%,0.93,-0.21,0.71,0.25,0%,6%,17%,-1%,-8%,-4.5%,3%
Cc1ccc(C)c(C(=O)c2c(C)nc3sccn23)c1,7%,1,-0.22,0.15,-0.037,4%,2%,-2%,-2%,-3%,1.2%,4%
NC(=O)c1cc2ccccc2oc1=NCc1ccccc1,2%,-0.37,-0.19,-0.87,0.31,1%,0%,5%,13%,-6%,-6.2%,25%
Cc1nc2ccccc2n2c(-c3ccccc3)c3c(=O)n(C)c(=O)n(C)c3c12,4%,0.041,-0.11,0.33,0.31,1%,-3%,8%,14%,-7%,-0.4%,-2%
O=[N+]([O-])c1cccc(-c2c[n+]3c(n2-c2ccccc2)SCC3)c1,0%,-0.15,-0.21,-0.0087,-0.024,3%,-2%,-3%,0%,0%,-6.8%,17%
C[C@H](NC(=O)c1nc[nH]c1C(=O)NCCCCCNC(=O)OC(C)(C)C)C(=O)OC(C)(C)C,1%,0.25,-0.29,0.45,-0.4,-7%,-1%,-2%,-4%,2%,-8.3%,4%
Cc1ccc(NC(=O)CSc2nnc(C3CC3)n2N)cc1S(=O)(=O)N1CCOCC1,5%,0.8,-0.14,0.29,0.1,8%,8%,18%,12%,-3%,-3.9%,4%
Nc1nnn(CC(=O)N/N=C/c2ccncc2)n1,.,-0.84,-0.26,-0.023,1.1,.,-1%,7%,4%,-9%,.,-7%
C=CCNC(=O)/C(C#N)=C/c1ccc(C)o1,-3%,-1,-0.26,-0.47,0.31,10%,5%,5%,14%,1%,-6.5%,49%
Cc1cccc(-n2c(C)nc3sccc3c2=O)c1,-6%,-0.4,1.4,0.54,0.86,-6%,1%,17%,13%,-3%,-5.8%,5%
COC(=O)c1cn(Cc2cccc(C)c2)nn1,8%,0.24,-0.24,0.25,0.15,11%,-1%,-4%,10%,-9%,0.0%,-5%
O=C(Nc1ccc(OCC(=O)N2CCOCC2)cc1)c1cncc(Br)c1,-14%,-0.4,-0.29,-0.27,0.47,-9%,2%,-5%,-5%,-4%,-0.3%,-7%
N#CCSc1nc2sc3c(c2c(=O)n1C1CCCCC1)CCCC3,17%,1.3,-0.31,0.42,-0.41,52%*,-1%,0%,4%,5%,-3.0%,2%
O=S(=O)(c1ccccc1)N(CC(O)Cn1c2ccccc2c2ccccc21)c1ccccc1 (stereo unspecified),10%,0.3,-0.21,0.71,-0.098,5%,-1%,19%,3%,-4%,-4.7%,-5%
Cc1nnc(N2CCc3ccccc3C2)[nH]c1=O,4%,1.9,-0.19,1.6,-1.2,1%,-1%,0%,12%,-9%,-5.4%,5%
O=C(O)c1cccc(NC(=O)C2C3C=CC(C3)C2C(=O)OCC(F)(F)C(F)F)c1 (stereo unspecified),7%,-0.21,0.016,-0.33,0.74,9%,12%,6%,20%,-1%,0.9%,8%
O=C(c1ccco1)N1CCN(S(=O)(=O)c2cccc(C(F)(F)F)c2)CC1,3%,-0.0044,-0.24,0.21,0.066,5%,-3%,4%,1%,-4%,-2.5%,-9%
CC1CN(C2CCN(S(=O)(=O)c3ccccc3)CC2)CC(C)O1 (stereo unspecified),-16%,0.33,-0.28,0.23,0.3,-13%,-1%,-16%,7%,2%,-8.4%,10%
COc1ccc(C(CC(=O)O)NC(=O)Cc2ccccc2)cc1OC (stereo unspecified),-9%,-0.66,-0.26,0.46,0.051,-6%,8%,2%,3%,1%,-3.9%,-5%
COc1ccccc1CNC(=O)CSc1ccc(-c2ccccn2)nn1,1%,0.38,-0.23,0.12,0.98,9%,-2%,4%,2%,-5%,-3.9%,28%
COc1ccc(C2(O)CCN(Cc3nnnn3Cc3ccc(F)cc3)CC2)cc1,4%,-1.3,-0.12,-0.26,0.52,7%,-2%,-2%,0%,0%,-1.2%,12%
Cc1ccc(Oc2ncccc2CO)cc1,-3%,-1.2,-0.24,-0.67,1.8,3%,5%,-14%,4%,-1%,-3.3%,-9%
COCCNC(=O)Cn1c(=O)n(CCC(=O)NCCc2ccccc2)c(=O)c2ccccc21,-7%,0.14,0.74,1.4,-1.1,-6%,-4%,-2%,3%,-8%,-9.5%,0%
CC(C)c1cc(C(=O)NCc2cccnc2)no1,6%,3.1,-0.12,1.8,-1.6,5%,-4%,-5%,-11%,-7%,-1.4%,-10%
Cc1ccc(-c2nn(-c3ccccc3)cc2/C=N/NC(=O)c2ccc(Br)o2)cc1,11%,1.3,-0.18,0.27,-1.4,6%,-5%,11%,-10%,-2%,-6.2%,-14%
CCCCC(c1nnnn1CCOC)N1CCN(C(=O)c2ccco2)CC1 (stereo unspecified),2%,1.8,0.049,2,-2.4,-17%,10%,4%,-4%,-4%,1.2%,6%
COc1ccccc1N(C)S(=O)(=O)c1ccc(C(=O)OCC(=O)Nc2cc(C)on2)cc1,0%,-1.3,0.28,-0.72,0.75,-3%,1%,2%,-7%,7%,-4.9%,-2%
Cc1ccc(C)n1-c1nn(S(=O)(=O)c2ccccc2)c2cccc(F)c12,.,-0.022,-0.21,0.6,-0.62,.,5%,8%,1%,7%,.,4%
Cc1c(CN2CCCC(C(=O)c3cccc(OC(C)C)c3)C2)c(=O)n(-c2ccccc2)n1C (stereo unspecified),2%,1.3,-0.18,1.3,-1.1,-1%,4%,0%,-6%,-4%,-1.6%,2%
Cc1sc(NC(=O)CCC(=O)O)c(C(N)=O)c1-c1ccccc1,-7%,0.34,-0.21,0.31,-0.55,-9%,-4%,-12%,2%,-1%,-4.1%,18%
CCc1cccc(OCCn2nc(C(=O)O)c3ccccc3c2=O)c1,13%,1.1,-0.13,0.26,-0.26,6%,8%,-5%,8%,-7%,-4.7%,-5%
Nc1nonc1-c1noc(N2CCCCC2)n1,6%,0.6,-0.24,0.43,-0.25,6%,1%,7%,5%,0%,-1.9%,0%
Cc1ccc(S(=O)(=O)N2CCCC(C(=O)Nc3ccc(C(=O)O)cc3)C2)cc1Cl (stereo unspecified),0%,0.59,-0.32,-0.017,-0.47,-1%,4%,6%,9%,-2%,-6.7%,2%
Cc1cc(C)cc(NC(=O)C2CCCN2/C=C/C(=O)C(F)(F)F)c1 (stereo unspecified),6%,-0.91,-0.19,-0.63,0.2,-1%,10%,5%,6%,-1%,0.7%,14%
CCC12CN3CCN(CC(C3)/C1=N\NC(=O)Nc1ccccc1)C2,8%,0.16,-0.24,0.23,0.36,1%,3%,4%,-1%,4%,-2.3%,-2%
CCOC(=O)c1c(C)nc2c(c1-c1cc(OC)ccc1OC)C(=O)c1ccccc1-2,14%,-0.68,-0.27,-0.41,-0.0023,11%,-2%,5%,-4%,6%,-5.5%,-6%
CCN(CC)S(=O)(=O)c1ccc2c(c1)N(CC(=O)NCCc1ccc(S(N)(=O)=O)cc1)C(=O)CO2,-18%,-0.48,-0.24,-0.047,0.74,-1%,0%,-2%,8%,-2%,-1.6%,-4%
Cc1nc2cc(N3CCCCC3)c(NC(=O)c3ccncc3)cc2c(=O)n1Cc1ccc(Cl)cc1,-2%,-0.37,0.12,0.54,1.5,-2%,-3%,42%,20%,-6%,-0.3%,4%
CC1CCCCC1NC(=O)CSCC(=O)O (stereo unspecified),9%,-0.89,-0.26,-0.21,0.62,6%,1%,-4%,8%,7%,2.1%,2%
CCOC(=O)c1c(CN(C)C)n(-c2ccccc2)c2cc(Br)c(O)cc12,-6%,-0.59,-0.16,-0.14,0.21,-3%,-6%,12%,3%,-14%,-0.7%,-3%
CCOC(=O)c1cc(-c2ccc(OC)cc2OC)nn1-c1ccc(C(=O)O)cc1,-21%,0.31,-0.21,0.46,-1.2,-16%,-2%,16%,6%,3%,-5.2%,24%

# Among those listed so far, two contain a nitro group on carbon.
SMILES,PMI inhibitors,Dynein cargo inh,Dynein cargo inh cytoplasmic EGFP,Dynein cargo inh nuclear GR-EGFP,Dynein cargo inh cell count,human PMI inhibitors,SIAH1 antagonists,AID2073,P. falciparum M1AAP,LYP phosphatase,XIAP antagonists,P. falciparum M17LAP
CCN1CCN(c2nc(N)c([N+](=O)[O-])c(Nc3cccc(C)c3)n2)CC1,5%,1.1,-0.27,0.14,-0.019,2%,-6%,-1%,5%,-11%,-4.8%,0%
O=[N+]([O-])c1cccc(-c2c[n+]3c(n2-c2ccccc2)SCC3)c1,0%,-0.15,-0.21,-0.0087,-0.024,3%,-2%,-3%,0%,0%,-6.8%,17%
